Compound activity from PubChem.
BLM inh = inhibitors of human Bloom syndrome helicase BLM; P54132; Potency, µM (series often up to 56.1 µM), inactives show at the highest dose activity change, negative = inhibition, hits mostly inhibitors; hit rate 0.2% among 350,000; recombinant BLM DNA unwinding, fluorescence dequenching;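 also: plate controls were vehicle for no effect and no enzyme for full effect; nearly all actives have a fitted effect of over 35% in size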
APE1 inh = APE1 (human) endonuclease inhibition. Potency, µM (titrated, usually from 65.8 µM), inactives show at the top dose activity change, negative = inhibition, most hits filed as inhibitors. recombinant APE1, TAMRA/BHQ-2 abasic DNA cleavage fluorescence. P27695. AID 2517. hit rate 0.35% among 350,000;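 also: plate controls were vehicle for no effect and reference inhibitor for full effect; nearly all actives have a fitted effect of over 55% in size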
Target sequence (P27695 whole entry, looked up): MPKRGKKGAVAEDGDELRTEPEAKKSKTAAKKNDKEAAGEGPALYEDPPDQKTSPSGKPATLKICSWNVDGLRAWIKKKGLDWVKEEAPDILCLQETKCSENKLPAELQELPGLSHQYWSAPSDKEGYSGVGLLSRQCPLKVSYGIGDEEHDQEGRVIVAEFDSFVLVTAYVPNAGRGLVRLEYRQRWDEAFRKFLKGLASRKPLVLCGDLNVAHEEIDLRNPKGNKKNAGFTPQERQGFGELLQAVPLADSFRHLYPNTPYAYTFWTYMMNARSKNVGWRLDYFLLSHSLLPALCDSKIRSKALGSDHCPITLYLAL
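Readout is kinetic fluorescence (ex 525, em 598 nm) from cleavage of 50 nM TAMRA/BHQ-2 THF abasic duplex by 0.75 nM APE1, compound added 15 min beforehand at RT.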
G9a block = G9a (human) methyltransferase inhibition | Potency, µM (doses to about 102 µM), for inactives: top-dose activity, negative = inhibition, most hits filed as inhibitors | hit rate 8.8% among 350,000 | G9a H3K9 monomethylation, AlphaScreen, 2 h | Q96KQ7 | AID 504332; also: % is scaled to controls: 0 for no effect and ±100 for the full control effect; nearly all actives have a fitted effect of over 75% in size
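G9a (20 nM) preincubated 15 min RT with compounds, then 500 nM biotinylated H3K9 peptide and 20 uM SAM added; 2 h RT reaction. Monomethyl-H3K9 product detected by AlphaScreen with anti-H3K9me1 antibody, streptavidin donor and anti-rabbit IgG acceptor beads.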
Apoferritin bind = candidate novel general anesthetic via apoferritin binding; P02791; apoferritin/1-aminoanthracene competitive binding, fluorescence; Potency, µM (titrated, usually from 77.5 µM), without a hit: at the top dose activity change, negative = displacement, usual class: inhibitors; hit rate 0.074% among 350,000; AID 485281; also: % is scaled to controls: 0 for no effect and ±100 for the full control effect; nearly all actives have a fitted effect of over 20% in size
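Read-out: endpoint 1-AMA fluorescence, excitation 380 nm and emission 535 nm, after compounds sit 10 min at room temperature with 10 uM horse-spleen apoferritin in 50% saturated 1-AMA/PBS. Values come from four-parameter Hill fits.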
POLH inh = inhibitors of human DNA polymerase eta | recombinant Pol eta, fluorescent DNA replication assay | Potency, µM (highest dose often 114 µM), for the others: at the highest dose activity change, negative = inhibition, most hits filed as inhibitors | hit rate 1.2% among 390,000; also: % is scaled to controls: 0 for no effect and ±100 for the full control effect
Target sequence (Q9Y253 whole entry, looked up): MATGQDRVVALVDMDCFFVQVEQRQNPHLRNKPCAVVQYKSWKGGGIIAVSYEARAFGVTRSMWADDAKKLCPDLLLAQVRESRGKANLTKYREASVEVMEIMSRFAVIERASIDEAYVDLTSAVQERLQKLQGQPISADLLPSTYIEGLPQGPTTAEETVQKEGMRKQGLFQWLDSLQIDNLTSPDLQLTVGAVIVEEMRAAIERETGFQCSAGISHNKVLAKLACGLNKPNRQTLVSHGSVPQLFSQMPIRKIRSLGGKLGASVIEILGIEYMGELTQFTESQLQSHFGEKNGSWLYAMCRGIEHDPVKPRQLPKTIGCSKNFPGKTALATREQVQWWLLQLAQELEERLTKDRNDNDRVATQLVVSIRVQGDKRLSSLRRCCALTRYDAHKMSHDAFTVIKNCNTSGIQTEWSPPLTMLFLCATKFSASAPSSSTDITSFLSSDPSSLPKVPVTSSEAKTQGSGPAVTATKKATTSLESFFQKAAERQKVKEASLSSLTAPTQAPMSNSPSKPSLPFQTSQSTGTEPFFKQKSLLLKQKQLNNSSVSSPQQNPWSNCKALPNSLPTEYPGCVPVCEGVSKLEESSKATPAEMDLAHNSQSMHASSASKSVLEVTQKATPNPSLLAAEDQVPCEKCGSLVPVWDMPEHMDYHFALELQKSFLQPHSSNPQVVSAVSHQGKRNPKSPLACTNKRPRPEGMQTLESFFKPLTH
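Fluorescent replication assay: 50 nM final substrate added after a 15 min room-temperature compound preincubation with 10 nM enzyme. Signal taken at 0 min and again at 10 min.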
Pol beta inh = inhibitors of human DNA polymerase beta. Pol beta primer extension/strand displacement, fluorescence kinetic. Potency, µM (top dose mostly 114 µM), for inactives: top-dose activity change, negative = inhibition, actives largely listed as inhibitors. hit rate 1.3% among 340,000; also: % is scaled to controls: 0 for no effect and ±100 for the full control effect
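Preincubation: enzyme (10 nM) with compound, 15 min, RT. Reaction: substrate added to 50 nM final. Reads: 0 and 10 min. Analysis: normalized, Hill fit.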
BAZ2B block = blocks human BAZ2B | AlphaScreen BAZ2B-H3K14Ac peptide displacement | hit rate 4.4% among 360,000 | AID 504333 | Q9UIF8 | Potency, µM (doses to about 114 µM), for inactives: at the highest dose activity change, negative = inhibition, hits mostly inhibitors; also: % is scaled to controls: 0 for no effect and ±100 for the full control effect; nearly all actives have a fitted effect of over 60% in size
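Protein-peptide AlphaScreen: BAZ2B 50 nM, b-H3K14Ac 50 nM, 1x PBS pH 7.4 + 0.01% Tween-20. Preincubation 30 min RT; cpd 30 min RT (top 110 uM); beads 20 min RT, light-protected.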
POLI inh = inhibitors of human DNA polymerase iota. Q9UNA4. Pol iota fluorescent replication assay, 10 min. Potency, µM (highest dose often 115 µM), without a hit: at the highest dose activity, negative = inhibition, hits mostly inhibitors. hit rate 1% among 390,000
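Fluorescent replication assay read twice, at 0 min and 10 min after adding 50 nM (final) substrate. Enzyme (10 nM) and compounds were first incubated 15 min at room temperature; enzyme-free buffer wells were negative controls.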
Pol kappa inh = inhibitors of human DNA polymerase kappa | Q9UBT6 | purified Pol kappa, fluorescent DNA synthesis assay, 10 min | Potency, µM (doses to about 107 µM), inactives show at the top dose activity, negative = inhibition, actives largely listed as inhibitors | hit rate 0.53% among 400,000; also: % is scaled to controls: 0 for no effect and ±100 for the full control effect
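Fluorescent qHTS in 1536-well format: enzyme (10 nM) and compound sat 15 min at room temperature before 50 nM substrate (final) was added. Signal taken at 0 and 10 min; no-enzyme buffer wells were negative controls.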
An asterisk follows results filed as active; u = inconclusive; x = not tested or not shown; [ ] = another dose, or the depositor's remark. Calls follow the shape of the dose curve; as a rule, active = well fitted curve in the direction sought with a large enough effect; inconclusive = small, poorly fitted or top-dose-only effect, or another doubt; inactive = no such curve, though single readings can be large; an effect the other way counts as inactive or inconclusive. Potency is read from the fitted curve at half-maximal effect.

SMILES	BLM inh	APE1 inh	G9a block	Apoferritin bind	POLH inh	Pol beta inh	BAZ2B block	POLI inh	Pol kappa inh
COc1ccc(CCNc2nc(-c3cccnc3)cs2)cc1OC	0%	15%	x	-8%	5%	16%	u	15%	-3%
O=C(NCCN1CCCCCC1)C1CCC(CNS(=O)(=O)c2cccc3cccnc23)CC1 (stereo not drawn)	-16%	-2%	45µM*	-11%	-4%	u	-32%	5%	-2%
CCS(=O)(=O)c1nc(S(=O)(=O)c2ccc(Cl)cc2)c(NCc2ccccc2Cl)s1	-3%	x	-3%[59 µM]	-16%	-2%	0%	-2%	u	-9%
COc1ccc(-c2oc(=O)c3cc(OC)c(OC)cc3c2/C=C/c2ccc(OC(C)=O)cc2)cc1	x	6%	x	x	-3%	x	x	18%	4%
Cc1ccc2c(c1)C1C[N+](C)(CC(=O)c3ccccc3)CCC1N2C(=O)c1ccccc1Cl (stereo not drawn)	x	9%	x	x	-7%	x	x	49%[activator]	-2%
Nc1c(C(=O)O)cnn1-c1ccccc1	-2%	5%	-17%	-3%	-18%	-9%	-16%	54%[activator]	-6%
CN(C(=O)COC(=O)COc1ccccc1Cc1ccccc1)c1ccccc1	x	-20%	39%[activator]	x	-3%	x	31%	-6%	-7%
Cc1cccc2c(=O)c(C(=O)N3CCCCCC3)c[nH]c12	0%	18%	-30%[59 µM]	-18%	-8%	3%	x	-1%	7%
CCOC(=O)c1cc(NC(=O)c2ccc(F)cc2)c(=O)n2c1oc1ccc(Cl)cc12	2%	x	46%[activator][59 µM]	-4%	-3%	11%	37%	-1%	8%
O=C1c2ccccc2N2C(=O)c3ccccc3C2N1Cc1ccccc1 (stereo not drawn)	-4%	7%	28%	-17%	-15%	-1%	-27%	-17%	-13%
CCCSc1nc(N)c2c3c(sc2n1)CN(C)CC3	-3%	0%	-46%[12.7 µM]	-5%	-15%	-3%	0%	2%	1%
O=C(COC(=O)C1(c2ccc(F)cc2)CCCC1)N1CCc2ccccc21	-9%	1%	68%[activator][59 µM]	-2%	-15%	21%	28%	25%	-14%
Cc1cc(Br)ccc1OCCCCNC(C)(C)C	-11%	2%	x	-17%	-12%	12%	50µM*	u	-4%
O=C(c1cc2cc(Cl)ccc2[nH]1)N1CCN(Cc2ccc3c(c2)OCO3)CC1	-8%	-15%	x	1%	u	-14%	u	21%	4%
Clc1ccc(-c2ccn[nH]2)cc1	5%	-9%	-23%	u	-7%	u	x	8%	-9%
CCCN1C(=O)/C(=C\C=C2/Sc3ccccc3N2CC)SC1=S	-1%	9%	u	-8%	x	-3%	u	x	x
O=C1NC2(CCCCC2)CO1	0%	-2%	-16%	-11%	-17%	7%	3%	-7%	-2%
CNC(=S)NNC(=O)c1ccc(=O)n(Cc2cccc(C(F)(F)F)c2)c1	0%	-4%	-25%	-2%	-5%	-10%	-5%	28%	-13%
COC(=O)Nc1ccc(S(=O)(=O)N2CCN(C)CC2)cc1	-1%	-1%	u	-9%	-14%	17%	4%	-11%	3%
N#Cc1ccccc1NC(=O)CN1CCOCC1	0%	42%	u	-6%	-12%	-1%	-13%	5%	-14%
COc1cccc(Nc2ncc3nc(C)c(=O)n(C4CC4)c3n2)c1	-2%	16%	-2%[0.501 µM]	x	x	x	x	x	0%[60.1 µM]
CCOC(=O)c1c(-c2ccc(Cl)cc2)csc1NC(=O)CNCc1ccco1	-12%	u	-132%[59 µM]	2%	-19%	4%	40µM*	27%	1%
Cc1cc(S(=O)(=O)N2CCCC(N3CCOCC3)C2)c(C)cc1Cl (stereo not drawn)	-8%	12%	45µM*	-17%	-8%	-1%	-32%	44%[activator]	0%
CC(C)=CCc1c(O)cc2oc3c(CC=C(C)C)c(O)c(O)c(CC=C(C)C)c3c(=O)c2c1O	u	u	17%[12.7 µM]	-18%	40µM*	45µM*	50µM*	u	79µM*
CCOC(=O)C(C)S(=O)(=O)c1ccc(C(F)(F)F)cn1 (stereo not drawn)	-1%	1%	-15%[59 µM]	7%	-10%	u	-1%	-15%	-6%
CC(OC(=O)Cc1coc2cc3c(cc12)CCC3)C(=O)NC(N)=O (stereo not drawn)	-2%	-3%	24%	-4%	8%	5%	-15%	46%[activator]	-13%
COc1ccccc1N1CCN(C(=O)CSc2nnc(-c3ccoc3C)o2)CC1	-1%	1%	11%	-13%	3%	-6%	-3%	19%	-8%
O=C(NC[C@@H]1CCCCN1)c1cc(OCC(F)(F)F)ccc1OCC(F)(F)F	4%[21.4 µM]	-7%[21 µM]	21%[21.5 µM]	3%[29.3 µM]	x	x	x	x	-5%[12 µM]
O=C(c1cnn(-c2nc3ccccc3s2)c1)c1ccccc1O	1%	-1%	-1%	-13%	7%	32%	-26%	5%	-7%
O=C1CCC(C(=O)N2CCSCC2)CN1CCc1cccc(F)c1 (stereo not drawn)	-3%	25%	11%	-7%	-27%	10%	2%	9%	-6%
O=C(c1cnn2c(C(F)(F)F)cc(-c3ccc(F)cc3)nc12)N1CCc2ccccc2C1	-12%	6%	73%[activator]	-9%	u	-9%	0%	-2%	-14%
Cc1cccc(NC(=O)c2ccc(OC3CSC3)cc2)c1	-3%	0%	u	-19%	-23%	4%	2%	-29%	-4%
COc1cc(C(=O)NNC(=O)CN2C(=O)NC(C)(c3ccc(C)cc3)C2=O)cc(OC)c1OC (stereo not drawn)	x	14%	10%[12.7 µM]	x	-3%	x	-4%	18%	0%
Cc1ccc(C(=O)Nc2cccc(Oc3ccccc3)c2)o1	-8%	-3%	9%[59 µM]	-15%	-23%	3%	-2%	-11%	-8%
O=C(COc1ccc2ccccc2c1)Nc1ccc(S(=O)(=O)N2CCCCCC2)cc1	2%	4%	u	3%	-4%	2%	8%	17%	2%
CCOc1ccc(C(=O)N2CCc3ccccc32)cc1OCC	-3%	12%	-8%[59 µM]	-11%	-7%	8%	13%[0.457 µM]	128%[activator]	-18%
O=C(NCC1CCCO1)c1cc2c([nH]c3ccccc32)c(-c2ccc(F)cc2)n1 (stereo not drawn)	-7%	16%	7%[12.7 µM]	147%[activator]	1%	6%	-6%	-8%	-5%
COc1cc(Cl)ccc1OCc1cc(C(=O)NCc2cc(C(C)C)no2)no1	-7%	3%	x	-21%	-13%	-16%	1%	20%	-6%
COc1ccccc1-n1c(=O)[nH]c2c(C(N)=O)nc(CC(C)C)nc21	-3%	-3%	-9%	-12%	-5%	21%	-4%	10%	2%
O=C(CN1C(=O)NC2(CCCCC2)C1=O)NCC(=O)Nc1ccc(F)c(F)c1	x	-2%	-31%	x	2%	x	1%	9%	-7%
COc1cc2c(cc1NC(=O)c1ccco1)CCCC2	-12%	-5%	-9%[59 µM]	-19%	-11%	21%	11%	10%	-4%
O=C(COC(=O)COc1ccccc1F)NCCc1ccc(F)cc1	x	4%	23%[2.33 µM]	x	-7%	x	-2%	-25%	5%
COc1ccc(-c2c(-c3cc(OC)cc(OC)c3)sc3ccc(OC)cc23)cc1	x	-5%	x	x	-3%	x	x	-8%	-3%
CCN1C(Nc2ccccc2)=NC[C@@H]1Cc1ccccc1	1%	24%	-4%	4%	-11%	22%	-7%	11%	-13%
Cc1[nH]c2ccccc2c1/C=N/n1cnnc1	-2%	-4%	8%[59 µM]	-5%	-16%	-6%	14%	8%	-6%

Part of the list above in order of molar mass, descending.
SMILES	BLM inh	APE1 inh	G9a block	Apoferritin bind	POLH inh	Pol beta inh	BAZ2B block	POLI inh	Pol kappa inh
O=C(NCC1CCCO1)c1cc2c([nH]c3ccccc32)c(-c2ccc(F)cc2)n1 (stereo not drawn)	-7%	16%	7%[12.7 µM]	147%[activator]	1%	6%	-6%	-8%	-5%
O=C(COC(=O)COc1ccccc1F)NCCc1ccc(F)cc1	x	4%	23%[2.33 µM]	x	-7%	x	-2%	-25%	5%
CCN1C(Nc2ccccc2)=NC[C@@H]1Cc1ccccc1	1%	24%	-4%	4%	-11%	22%	-7%	11%	-13%

Other records follow:
SMILES	BLM inh	APE1 inh	G9a block	Apoferritin bind	POLH inh	Pol beta inh	BAZ2B block	POLI inh	Pol kappa inh
O=C1c2ccccc2OCOc2ccccc21	-2%	-2%	-9%[59 µM]	u	1%	12%	10%	-23%	-6%
O=[N+]([O-])c1ccc2nc(-c3ccccc3[N+](=O)[O-])[nH]c2c1	-8%	5%	-33%	-12%	2%	-17%	-20%	8%	-9%
COc1ccc(NC(C)=O)cc1S(=O)(=O)N1CCN(Cc2cccs2)CC1	x	-16%	1%[2.33 µM]	x	25µM*	x	-3%	u	-42%
CCCCOc1ccc(CSc2nc(C)[nH]c2[N+](=O)[O-])cc1[N+](=O)[O-]	-3%	-5%	-31%	u	-14%	-1%	-25%	-3%	-4%
O=C(CC(NC(=O)c1ccccc1)c1ccccc1)Nc1cccc2ccccc12 (stereo not drawn)	-5%	2%	u	-6%	u	17%	8%	11%	-13%
Cc1ccc(OCC(=O)N(C)CC(=O)N(CC(C)C)c2c(N)n(CC(C)C)c(=O)[nH]c2=O)c(C)c1	x	-4%	18%[2.33 µM]	x	-6%	x	10%	17%	5%
C=CC[N+](C)(C)CC(=O)OCc1ccccc1	2%	-3%	7%	0%	-15%	1%	-2%	56%[activator]	8%
Cc1cccc(NC(=O)CS(=O)(=O)c2cn(C)c3ccccc23)c1C	3%	-1%	u	1%	-5%	3%	5%	-16%	3%
O=C(OCc1ccccn1)c1ccc(COc2ccc3ccccc3c2)o1	-12%	-8%	29%[59 µM]	-15%	-23%	12%	14%	31%[activator]	-1%
Cn1c(C(O)C(O)c2ccccc2)nc2ccccc21 (stereo not drawn)	1%	22%	3%	-3%	-6%	39%	-3%	36%[activator]	11%
COc1ccc(-c2csc3ncnc(N4CCN(S(=O)(=O)c5ccccc5C#N)CC4)c23)cc1	-4%	12%	16%	-10%	-6%	-1%	-17%	15%	-2%
CNC(=O)NC(=O)C(C)OC(=O)c1oc2ccccc2c1CSc1ccc(Cl)cc1 (stereo not drawn)	-8%	0%	42%[59 µM]	7%	-2%	26%	85%[activator]	28%	-2%
CCN(CC)S(=O)(=O)c1ccc(N2CCCC2)c(NC(=O)c2ccc([N+](=O)[O-])o2)c1	x	-2%	x	x	2%	x	x	77%[activator]	1%

A portion of the library, so the mix of outcomes need not match the whole.
